TDP2 absorb: TDP2 (human) inhibition, absorbance primary screen; O95551; recombinant TDP2, T5PNP hydrolysis, p-nitrophenol absorbance 415 nm; inhibition, % at 12.8 µM; 0.34% of 370,000 active; AID 720702;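 active means inhibition above the mean of all tested compounds plus 3 SD, set per campaign, cut at about 25% in these data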;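 further: 0% = DMSO with enzyme and 100% = buffer with substrate but no TDP2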
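System: recombinant human TDP2 / Amount: 120 nM TDP2 per well / Also added: 5 mM T5PNP chromogenic substrate / Doses: 12.8 µM single point, 1% DMSO / Incubation: 2 h at 37 °C / Detection: p-Nitrophenol epi absorbance / Evaluation: % inhibition relative to enzyme-containing and enzyme-free wells / Repeats: singlicate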
ABHD4 inh: inhibits mouse alpha/beta hydrolase domain 4. purified mABHD4, FP-Rh probe fluorescence polarization. Q8VD66. 0.54% of 370,000 active. inhibition, % at 8.92 µM;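 active means inhibition exceeding the mean over every tested compound plus 3 SD, cut at about 30% in these data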;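 further: 0% = plate median of compound wells and 100% = S159A mutant with DMSO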
Target sequence (Q8VD66 whole entry, looked up, the tested form may be a part): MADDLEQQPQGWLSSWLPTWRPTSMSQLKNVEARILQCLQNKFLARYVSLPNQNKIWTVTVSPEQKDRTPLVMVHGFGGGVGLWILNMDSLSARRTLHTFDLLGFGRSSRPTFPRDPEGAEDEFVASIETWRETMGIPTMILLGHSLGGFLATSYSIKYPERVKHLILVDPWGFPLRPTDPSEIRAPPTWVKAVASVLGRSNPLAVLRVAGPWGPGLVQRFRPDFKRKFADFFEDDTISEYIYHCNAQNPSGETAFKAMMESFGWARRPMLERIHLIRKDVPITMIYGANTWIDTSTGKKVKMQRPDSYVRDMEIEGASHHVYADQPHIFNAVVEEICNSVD
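Test system: mouse ABHD4 enzyme, wild type. Reagent: FP-Rh fluorescent activity-based probe, added after compound pre-incubation. Timing: pre-incubation 45 min, probe exposure 60 min, at 25 °C. Technique: FP readout, ex 525 nm / em 598 nm. Benchmarks: high control S159A mutant with DMSO, low control median of compound wells.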
HTRA1 inh: inhibitors of human serine peptidase HTRA1. recombinant HTRA1, FP-rhodamine activity-based probe, fluorescence polarization. AID 504803. Q92743. 0.5% of 340,000 active. inhibition, % at 5.96 µM; in the data active means inhibition above about 36%;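 further: 0% = enzyme with DMSO and 100% = wells lacking enzyme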
PG9 binder: PG9 antibody binding by small molecule; TR-FRET gp120-PG9 antibody binding; inhibition, % at 6.7 µM; 0.43% of 360,000 active; AID 624416; in the data active means inhibition above about 8.5%
PRMT1 FP inh: inhibitors of human PRMT1; Q99873; recombinant PRMT1, activity-based probe fluorescence polarization; inhibition, % at 2.79 µM; 1.3% of 370,000 active; AID 652257;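 active means inhibition above about 21% made by adding two undisclosed values, limit read from the data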
Rev-erbA mod: Rev-erb alpha (human) modulation; P20393; activity, % at 10 µM; 0.79% of 370,000 active; Rev-erbα–FITC-DNA binding, fluorescence polarization, 90 min;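 active means activity above about 14%, limit read from the data; passing the limit was not always enough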;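 further: 0% = DMSO wells with 35 nM protein and 100% = DMSO wells with 750 nM protein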
SIAE primary: human SIAE inhibition, primary screen; Q9HAT2; SIAE FP-Rh probe binding, fluorescence polarization; inhibition, % at 9.66 µM; 0.69% of 370,000 active;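 active means inhibition above a cutoff: mean of compounds within the control limits plus 3 SD of those, cut at about 17% in these data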;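 further: 0% = plate median of compound wells and 100% = probe without SIAE protein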
Target sequence (Q9HAT2 whole entry, looked up): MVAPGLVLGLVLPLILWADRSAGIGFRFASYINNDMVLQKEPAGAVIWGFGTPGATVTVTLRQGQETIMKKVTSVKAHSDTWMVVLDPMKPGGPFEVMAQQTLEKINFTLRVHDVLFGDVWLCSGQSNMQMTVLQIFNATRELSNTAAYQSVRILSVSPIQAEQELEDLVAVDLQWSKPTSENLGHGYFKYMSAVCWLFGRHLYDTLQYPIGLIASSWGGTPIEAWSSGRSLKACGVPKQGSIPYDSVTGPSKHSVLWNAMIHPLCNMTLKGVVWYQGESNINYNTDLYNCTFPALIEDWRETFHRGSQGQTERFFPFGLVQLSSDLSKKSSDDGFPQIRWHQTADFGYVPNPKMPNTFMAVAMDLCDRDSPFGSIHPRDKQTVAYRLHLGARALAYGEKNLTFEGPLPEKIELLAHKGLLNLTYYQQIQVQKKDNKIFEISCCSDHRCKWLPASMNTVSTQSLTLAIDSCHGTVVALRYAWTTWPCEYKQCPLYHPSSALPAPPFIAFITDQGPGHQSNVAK
rCAG binder: binds r(CAG) RNA repeats; AID 651821; r(CAG) RNA repeat, TO-PRO-1 dye displacement fluorescence; inhibition, % at 3 µM; 1.3% of 370,000 active;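 active means inhibition above the plate cutoff, the mean of all test compounds on that plate plus 3 SD, cut at about 35% in these data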;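 further: 0% = DMSO alone and 100% = 100 µM mitoxantrone as full dye displacement; higher means more dye released from RNA so lower well fluorescence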
TCR CD3 inh: blocks the human TCR-CD3 interaction. TAMRA-labeled TCR probe fluorescence, biochemical. inhibition, % at 9.4 µM. 0.37% of 360,000 active; in the data active means inhibition above about 19%;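 further: recombinant mutant TCR 2C K166C tagged with TAMRA read by polarization; 0% = receptor in buffer alone and 100% = receptor with positive control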
LEDGF integ inh: blocks HIV-1 LEDGF/p75-dependent DNA integration. TR-FRET IN-LEDGF/p75 DNA integration, Eu/Cy5. inhibition, % at 3.7 µM. 0.64% of 370,000 active. AID 743269;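 active means inhibition above the screen-wide mean plus 3 SD, cut at about 13% in these data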;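 further: signal is the Cy5 over europium emission ratio at 671 and 618 nm; 0% = plate median of compound wells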
Active calls of the source: *; · = no result given.

SMILES	TDP2 absorb	ABHD4 inh	HTRA1 inh	PG9 binder	PRMT1 FP inh	Rev-erbA mod	SIAE primary	rCAG binder	TCR CD3 inh	LEDGF integ inh
CCCCOc1ccc(C(=O)NC2CCCCN(C)C2=O)cc1 (stereo unspecified)	2	-5	·	-1.0	-5	-9	5	2	3	0
COc1ccc(OC)c(S(=O)(=O)Nc2ccc(C(C)=O)cc2)c1	5	-2	-3	8.6*	0	-2	-2	2	3	-1
CCC(=O)NC(c1ccc(C)cc1)c1cc([N+](=O)[O-])c2cccnc2c1O (stereo unspecified)	-6	9	38*	-0.2	0	11	11	9	2	2
Cc1ccc(Cl)c(OC(=O)Cn2cnc3c2c(=O)n(C)c(=O)n3C)c1	-8	-3	5	-1.6	0	-1	1	-4	0	6
Fc1c(F)c(F)c(CSc2nc3ccccc3[nH]2)c(F)c1F	-7	-7	-12	-2.6	-1	-5	-2	-2	4	1
COC(=O)CC(NC(=O)c1ccc(C)cc1)c1ccccc1 (stereo unspecified)	-3	-2	-2	-0.1	0	-3	-1	-6	-3	1
Clc1ccc(C(c2nnnn2C2CCCC2)N2CCN(c3nc4ccccc4s3)CC2)cc1 (stereo unspecified)	5	-2	3	-1.7	-2	-2	-2	-1	0	4
CCCCCCCCCCCCCCCC(=O)NCCc1c[nH]c2ccccc12	-2	-12	-9	-0.1	-2	-2	-1	-2	1	5
OC1C2CCC(C2)C1CN1CCOCC1 (stereo unspecified)	-2	-2	-2	-1.2	-3	2	2	0	3	-1
Cc1ccccc1NC(=O)NCC1CCN(c2ccc(S(=O)(=O)N3CCOCC3)cc2)CC1	6	-1	3	-0.7	6	-2	-5	4	-2	-4
CC1CCCC(NC2CCCCNC2=O)C1 (stereo unspecified)	-12	0	1	-1.1	27*	-3	2	0	0	0
CN(c1ccccc1C(N)=O)S(=O)(=O)c1ccccc1	2	2	10	-2.8	-3	-7	3	1	4	-2
CC(C)(C)OC(=O)NCCc1nnc(SCc2cccc(Cl)c2)o1	3	0	3	-0.7	1	7	4	-8	3	0
O=C(O)CCN1CCc2ccccc2C1c1cccs1 (stereo unspecified)	14	5	-1	0.1	2	-5	0	1	-2	1
Cc1ccc(C)c(NC(=O)CCN2CCCC(C)C2)c1 (stereo unspecified)	-6	5	10	2.5	0	3	4	1	-1	1
CC(OC(=O)CSc1ccc([N+](=O)[O-])cc1)C(=O)NCc1ccco1 (stereo unspecified)	1	4	-1	-0.1	9	-3	-1	-1	-7	-3
Cc1ccccc1CN(c1ccc(C(=O)NCc2ccccn2)cc1)S(C)(=O)=O	-7	2	5	1.6	-3	·	-2	-8	5	6
CC(Oc1ccc(Cl)cc1)C(=O)Nc1ccc(S(=O)(=O)N2CCOCC2)cc1 (stereo unspecified)	-4	-4	-3	-0.5	-2	2	-5	1	0	3
CC1(C)Cc2c(sc3nc4n(c(=O)c23)CCC4)CO1	15	-4	6	-0.8	1	1	1	1	-1	-1
CCCn1c(=O)[nH]c(=O)c2c1nc(-c1ccc3c(c1)OCCO3)n2CCN1CCOCC1	10	0	2	1.6	3	1	-3	-3	-3	1
O=C(NCC(=O)N1CCN(Cc2ccccc2)CC1)c1ccc(Cl)cc1	15	-1	9	-2.2	-4	-2	1	-6	3	0
COc1ccc(C(=O)C2CCN(C(=S)NCCc3ccc(OC)c(OC)c3)CC2)cc1	-4	0	-31	0.9	8	3	-5	-4	5	-4
Cc1noc(C)c1C(=O)Nc1ccc(N(C)C)cc1	7	5	8	-3.8	6	5	4	2	-2	-4
CN1CCN(Cc2cc(=O)oc3ccc(Cl)cc23)CC1	5	2	8	2.9	-4	0	-12	6	5	-3
COc1cc(/C=N/NC(=O)c2cccc3ccccc23)cc(OC)c1O	8	-2	7	-3.4	-3	5	6	-1	2	1
CC(C)NC(=O)COc1coc(CN2CCN(c3ccccc3)CC2)cc1=O	6	0	0	-1.5	1	-5	6	-2	7	2
O=C(NCc1ccco1)c1cccc(S(=O)(=O)N2CCCCC2)c1	-12	-5	4	-0.1	1	0	-9	9	12	-3
Cc1cccn2c(=O)c(/C=C(\C#N)C(N)=O)c(Oc3ccccc3)nc12	-4	5	-2	-0.7	0	-4	12	1	2	4
CCOc1ccc(CN2CCN(C(=O)c3ccccc3)CC2)cc1	-3	4	5	0.4	1	-2	-1	-5	-4	0
CC1CCN(c2nc(-c3cccnc3)nc3scc(-c4ccccc4)c23)CC1	4	0	-5	0.9	-2	9	-5	1	-4	2
CSCCC(NC(=O)COc1cccc2ccccc12)C(=O)O (stereo unspecified)	-1	3	-2	-0.1	-5	2	3	6	5	4
Cc1[nH]c2ccc(C(=O)OCC(=O)NC3(C#N)CCCCC3)cc2c1C	14	1	-8	-2.5	-2	0	8	9	3	-4
O=C(C1CCC(C(=O)N2CCc3ccccc32)CC1)N1CCc2ccccc21 (stereo unspecified)	-9	-1	3	1.8	1	-2	0	-3	9	-1
NCc1ccc2[nH]c(=O)[nH]c2c1	-3	0	10	1.2	3	-7	0	0	-6	0
Cc1noc(NS(=O)(=O)c2ccc(NC(=O)COc3ccc(C#N)cc3)cc2)c1C	-11	4	3	0.7	3	-2	1	13	3	-4
O=C(CSc1nc(-c2ccco2)cc(C(F)(F)F)n1)NCCc1ccccc1	3	7	-11	0.6	0	2	7	-5	-2	-2
CCOc1cc(/C=C2\NC(=S)N(c3c(C)n(C)n(-c4ccccc4)c3=O)C2=O)ccc1O	-14	-8	-17	-18	-3	14	-3	-7	-7	-8
CC(=O)C1=C(C)NC(SCC(N)=O)=C(C#N)C1c1sccc1C (stereo unspecified)	-4	9	1	0.5	7	-2	-1	-4	-6	-2
COc1ccc(NC(=O)C2CCN(S(=O)(=O)c3ccc(Cl)c(C(F)(F)F)c3)CC2)cn1	-1	6	-3	0.0	3	-4	2	2	3	-1
CCOc1cccc(NC(=O)C2CCCN(S(=O)(=O)c3ccc(-n4cnnn4)cc3)C2)c1 (stereo unspecified)	-2	-3	2	-2.1	0	·	1	0	2	1
CSCC[C@H](NC(=O)[C@@H]1Cc2ccccc2CN1)C(=O)Nc1ccc2c(c1)OCO2	5	11	20	-1.6	2	0	18*	2	-10	-2
CC(C)(/C=N/O)/[N+]([O-])=C/c1ccccc1C(F)(F)F	-5	0	7	-0.4	0	-3	4	-1	-2	-2
COc1ccc(CN(C)C(C)C(=O)Nc2ccc(S(=O)(=O)N3CCCCC3)cc2)cc1F (stereo unspecified)	-10	-6	-22	-0.8	3	-2	0	5	-8	-6
O=Cc1cc2ccccc2nc1SCc1ccc(Cl)c(Cl)c1	1	-1	0	-1.3	-2	1	-7	6	4	0
C[C@@H]1CCC[C@]2(O[C@@H](CCO)C[C@@H](O)[C@@H]2O)O1	4	-3	4	1.5	2	-1	2	4	-3	2
COc1ccc(S(=O)(=O)Nc2c(O)c3ccccc3oc2=O)cc1	18	11	3	-4.5	-2	2	-2	4	5	-1
N#Cc1ccc(OCC(=O)NCC2(N3CCCCC3)CCCCC2)cc1	-13	3	7	-1.0	-1	-4	-3	-3	6	-5
O=C(Nc1ccn(CCCNCc2ccccn2)c(=O)n1)OCc1ccccc1	-7	-5	-7	-0.1	4	4	-1	3	-5	-3
COc1ccc(OCCn2ccnc2C)cc1	19	15	1	-1.6	6	0	9	-2	6	6
COc1ccc(NC(=O)COC(=O)C2CC3C=CC2C3)cc1 (stereo unspecified)	0	0	4	2.6	4	0	4	0	-10	1
CC(=O)Nc1ccc(C(=O)OCC(=O)N(C)C2CCCCC2)cc1	8	6	6	1.2	-4	3	-4	-3	-3	5
Cc1nnc(C)n1/N=C/c1c(O)ccc2ccccc12	-9	-3	4	-2.7	1	4	-4	8	4	7
COc1cc(C(=O)Nc2cc(-c3nc4cc(C)ccc4o3)ccc2C)cc(OC)c1OC	4	-3	-1	4.7	-1	18	1	1	5	2
O=S(=O)(NCC1CCCO1)c1ccc2oc3ccc(S(=O)(=O)NCC4CCCO4)cc3c2c1 (stereo unspecified)	6	4	-14	0.8	0	-5	-4	1	-4	2
COc1ccc(NC(=O)C(=O)NCCN2CCN(C(=O)c3cccc(Br)c3)CC2)cc1	19	4	-3	-0.3	-1	0	3	-7	2	-2
C[C@H](CO)N1C[C@H](C)[C@@H](CN(C)S(=O)(=O)c2cn(C)cn2)Oc2ccc(NC(=O)Nc3ccc4c(c3)OCO4)cc2C1=O	3	0	3	0.6	0	-4	11	11	-7	-3
COc1cc(NC(=O)[C@H]2CCCN2S(=O)(=O)c2cccc3cccnc23)cc(OC)c1OC	-8	-1	10	-0.4	0	2	3	-2	-4	-1
O=C1c2ccccc2C(=O)N1c1ccc(S(=O)(=O)N2CCN(c3ccccc3)CC2)cc1	4	4	4	0.0	1	5	0	0	-5	2
CCOC(=O)[C@H]1[C@H]2COc3ccc(C)cc3[C@@H]2N2C(=O)CN(CC3CCCO3)C(=O)[C@@]12C (stereo partly specified)	-11	1	3	3.0	0	8	1	-6	-6	2
C/C=C\C=C/C(=O)Nc1cccc(C2=NOC3(C2)C[C@H](C(N)=O)N(C(=O)c2ccc(OC)cc2)C3)c1 (stereo partly specified)	-6	-37	-21	0.4	19	-9	-31	20	4	8

Pulled by structure from above, 2 records:
SMILES	TDP2 absorb	ABHD4 inh	HTRA1 inh	PG9 binder	PRMT1 FP inh	Rev-erbA mod	SIAE primary	rCAG binder	TCR CD3 inh	LEDGF integ inh
O=S(=O)(NCC1CCCO1)c1ccc2oc3ccc(S(=O)(=O)NCC4CCCO4)cc3c2c1 (stereo unspecified)	6	4	-14	0.8	0	-5	-4	1	-4	2
COc1ccc(OCCn2ccnc2C)cc1	19	15	1	-1.6	6	0	9	-2	6	6

(continued)
SMILES	TDP2 absorb	ABHD4 inh	HTRA1 inh	PG9 binder	PRMT1 FP inh	Rev-erbA mod	SIAE primary	rCAG binder	TCR CD3 inh	LEDGF integ inh
CCC1CN(C(=O)N2CCC(C(=O)NCc3ccco3)CC2)c2ccccc2O1 (stereo unspecified)	-2	1	2	-0.2	2	-2	-3	-6	-2	-2
COC(=O)Nc1ccc(S(=O)(=O)N2CCC(C(=O)N3CCCC(C)C3)CC2)cc1 (stereo unspecified)	4	2	-4	-0.8	-4	0	-5	-3	2	-2
CCN1CCN(c2nc3c(c(=O)n(C)c(=O)n3C)n2Cc2cccc3ccccc23)CC1	2	-6	-1	-0.8	2	5	3	-6	7	0
CCSc1ccccc1C(=O)N=C1NC(=O)CC2C(=O)NCCN12 (stereo unspecified)	1	1	1	-1.8	-4	-3	3	-3	-7	-2
CC1=NN(c2ccccc2)C(=O)/C1=C/c1ccc[nH]1	-2	-2	3	-3.7	0	-2	-1	6	3	-1
CC(=O)NN=C1CCC(c2ccccc2)CC1 (stereo unspecified)	7	7	-3	-1.8	0	7	10	3	3	-3
Cc1ccc2cc(CCNC(=O)CC(C)C)c(=O)[nH]c2c1	4	0	-11	1.3	3	-3	-8	-1	-5	0

Single entries from the entries so far:
Under HTRA1 inh, `O=C(NCc1ccco1)c1cccc(S(=O)(=O)N2CCCCC2)c1` is listed with 4
Under HTRA1 inh, `Cc1ccccc1CN(c1ccc(C(=O)NCc2ccccn2)cc1)S(C)(=O)=O` is listed with 5
Under rCAG binder, `C[C@H](CO)N1C[C@H](C)[C@@H](CN(C)S(=O)(=O)c2cn(C)cn2)Oc2ccc(NC(=O)Nc3ccc4c(c3)OCO4)cc2C1=O` is listed with 11
Under PG9 binder, `Cc1nnc(C)n1/N=C/c1c(O)ccc2ccccc12` is listed with -2.7

An excerpt, so the mix of outcomes need not match the whole.
